Screens (PubChem BioAssay)
TEAD-YAP block: TEAD-YAP interaction inhibition, primary screen, TEAD-YAP interaction inhibitor project, luminescence, HEK-TIYL cells; TEAD-Gal4/YAP UAS-luciferase luminescence; inhibition, % at 9.12 µM; hit rate 1.4% among 640,000; in the data active = inhibition above about 32%;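 also: 0% = median of test compound wells and 100% = reference inhibitor wells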
GPR151 activ: activators of human GPR151, primary screen, cell-based, PathHunter beta-arrestin, luminescence; PathHunter beta-arrestin GPR151 cells; activation, % at 11.2 µM; G-protein coupled receptor 151 (Homo sapiens), Q8TDV0; hit rate 1% among 650,000; in the data active = activation above about 4.9%;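 also: 0% = median of compound wells and 100% = cells with positive control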
Target sequence (Q8TDV0 whole entry, looked up): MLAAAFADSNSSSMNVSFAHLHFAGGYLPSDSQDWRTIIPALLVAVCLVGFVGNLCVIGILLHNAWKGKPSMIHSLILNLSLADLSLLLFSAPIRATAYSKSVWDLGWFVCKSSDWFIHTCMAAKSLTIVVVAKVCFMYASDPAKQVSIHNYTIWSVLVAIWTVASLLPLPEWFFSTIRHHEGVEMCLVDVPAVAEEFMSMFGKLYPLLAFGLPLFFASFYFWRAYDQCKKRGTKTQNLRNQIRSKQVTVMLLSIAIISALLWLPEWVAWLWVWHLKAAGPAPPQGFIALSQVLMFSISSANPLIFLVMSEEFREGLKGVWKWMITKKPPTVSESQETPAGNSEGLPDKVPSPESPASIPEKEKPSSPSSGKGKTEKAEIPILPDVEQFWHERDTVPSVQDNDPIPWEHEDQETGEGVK
MITF inh: MITF inhibitors, primary screen, biochemical, AlphaScreen, human; Microphthalmia-associated transcription factor (Homo sapiens), O75030; AlphaScreen MITF homodimerization, bead proximity signal; inhibition, % at 2.6 µM; hit rate 0.91% among 650,000; AID 1259374, 2018; in the data active = inhibition above about 50%;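 also: 0% = vehicle wells with protein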
Target sequence (O75030 whole entry, looked up): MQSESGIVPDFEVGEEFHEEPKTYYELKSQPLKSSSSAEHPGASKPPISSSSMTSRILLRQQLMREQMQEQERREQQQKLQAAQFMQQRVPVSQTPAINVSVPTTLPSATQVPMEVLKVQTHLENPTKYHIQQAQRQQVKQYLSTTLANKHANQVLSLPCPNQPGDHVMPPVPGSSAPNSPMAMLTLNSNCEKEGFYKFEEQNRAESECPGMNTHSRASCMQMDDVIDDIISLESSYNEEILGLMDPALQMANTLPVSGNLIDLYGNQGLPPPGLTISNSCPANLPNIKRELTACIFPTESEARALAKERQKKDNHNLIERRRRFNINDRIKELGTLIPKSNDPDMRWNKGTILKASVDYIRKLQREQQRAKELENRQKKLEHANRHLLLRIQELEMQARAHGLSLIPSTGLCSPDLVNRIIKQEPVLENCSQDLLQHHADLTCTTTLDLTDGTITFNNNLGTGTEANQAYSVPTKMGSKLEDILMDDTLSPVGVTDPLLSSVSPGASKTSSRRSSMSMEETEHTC
FBW7 act: FBW7 E3 ligase activators, primary screen, biochemical, AlphaScreen, human; F-box/WD repeat-containing protein 7 (Homo sapiens), Q969H0; AlphaScreen FBW7–phospho-cyclin E peptide binding, activator screen; normalized activity (activation), % at 26.1 µM; hit rate 0.13% among 650,000; in the data active = normalized activity above about 1.9%;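 also: purified mutant Fbw7 with reduced substrate affinity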
An asterisk follows results filed as active; . = no result given.

SMILES	TEAD-YAP block	GPR151 activ	MITF inh	FBW7 act
C/C(N)=C(/C#N)C(=O)COC(=O)C1=NN(c2ccccc2)C(=O)CC1	-1.3	1.9	-3.1	-0.1
COCCn1nnnc1C(c1cc2cc(C)ccc2[nH]c1=O)N1CCN2CCCC2C1 (stereo not given)	5.7	1.1	10.2	0.0
Cc1ncsc1CCCNC(=O)CC1C(=O)NCCN1C/C=C/c1ccccc1 (stereo not given)	-7.8	1.1	4.0	-0.1
COc1ccc2nc(NC(=O)c3cc(Br)ccc3Cl)sc2c1	-18.3	-1.1	1.2	0.0
O=C1CC(c2ccc3c(c2)OCCO3)Oc2ccc([N+](=O)[O-])cc21 (stereo not given)	52.0*	-1.3	17.0	0.2
Cn1ccc2c(OCC(=O)c3ccccc3)cccc2c1=O	-55.8	-0.3	-6.0	-0.1
CCC(C)(C)NC(=O)C(c1ccccn1)N(C(=O)c1csnn1)c1ccc(C)cc1 (stereo not given)	-10.7	-0.4	-17.4	-0.1
N#CCCCSc1nnc(-c2ccc(Cl)cc2)n1-c1ccccc1	-19.8	0.1	8.7	-0.1
O=C1CC(c2ccc(Cl)cc2)CC2=C1C(c1ccccc1Cl)Nc1ccccc1N2 (stereo not given)	-1.5	1.1	-1.2	-0.1
CCOc1ccc2c(CC)cc(=O)oc2c1	3.7	0.2	0.8	0.0
CCOC(=O)c1cnc2cc(Cl)c(OC)cc2c1Nc1cccc(Cl)c1	-15.6	-1.5	-3.4	-0.1
O=C(CCCC1=NS(=O)(=O)c2ccccc2N1)N1CC=C(c2ccccc2)CC1	25.0	-0.5	5.5	0.6
COc1cc(/C=N/NC(=O)CN(Cc2ccco2)S(=O)(=O)c2ccccc2)ccc1O	-3.1	0.2	-5.7	0.2
O=C(Nc1ccc(CN2CCCCC2)cc1)c1ccncc1	4.5	-1.0	-6.4	0.0
Cc1ccc(CN2CCN3C(=O)[C@@H](CC(C)C)NC(=O)[C@H]3C2)c(C)c1	-0.8	-0.9	1.3	0.0
Cc1ccccc1/C=c1/sc2n(c1=O)C(N)=C(C#N)C(c1ccccc1C)C=2C#N (stereo not given)	1.5	1.3	-6.5	0.1
COc1ccnc(N2CCC(N(Cc3ccco3)C(C)=O)CC2)n1	-0.6	-0.4	-3.8	0.1
CC(C)CC(=O)NC1(C(F)(F)F)N=C2SCCN2C1=O (stereo not given)	4.7	0.4	-11.7	0.0
COc1ccc(CNC(=O)COC(=O)C2CCC(C(C)(C)C)CC2)cc1 (stereo not given)	3.8	1.5	-6.5	0.1
O=C1N[C@@H](Cc2ccccc2)C(=O)N2CCN(C(=O)c3cc(Cl)cc(Cl)c3)C[C@H]12	1.5	-0.7	-3.9	0.2
Cc1cccc(C(=O)Nc2nnc(-c3ccncc3)o2)c1	-3.0	0.1	7.6	-0.1
Cc1nc2ccccn2c1Sc1ccc([N+](=O)[O-])cc1[N+](=O)[O-]	-2.0	1.1	9.1	-0.2
CCN1CCOc2ccc(C(C)(O)CN(C)C)cc2C1 (stereo not given)	7.2	2.0	-7.2	-0.2
O=C(Nc1cccnc1)C1c2ccccc2Oc2ccccc21	4.5	-0.4	13.1	-0.2
COCC(=O)NNC(=S)Nc1ccc(OC)cc1OC	-1.7	0.9	4.0	0.3
O=C(NCC1CC1)c1cc(Br)cc(Br)c1O	9.7	0.2	2.2	0.0
Cc1cc(-n2c(C)nc3ncccc3c2=O)ccc1NC(=O)c1ccc(Br)o1	-3.7	-0.7	-2.6	0.2
O=C(CSc1nc2ccc(NC(=O)c3ccccc3C(=O)O)cc2s1)NCc1ccccc1	41.3*	-0.7	5.2	0.0
COc1c(Cl)ccc(Cl)c1C(=O)Nc1ccc(I)cc1	4.0	1.0	-2.9	0.1
CC(C)(C)C1CCC(=NNC(=O)CC(=O)NCc2ccccc2)CC1 (stereo not given)	-3.8	3.2	-16.4	-0.1
CC(C)(C)c1cc2oc3c(c2cc1OC(=O)c1ccco1)CCCC3	-7.0	-1.4	-0.2	0.1
O=C(c1ccc([N+](=O)[O-])o1)N1CCN(S(=O)(=O)c2cccs2)CC1	5.2	0.9	41.0	0.1
CCCCNC(=O)Cn1ncc(Cl)c(Cl)c1=O	-23.1	-0.1	4.6	-0.2
CN1CCCN(C(=O)c2nc3sccn3c2CNCC2OCCc3ccccc32)CC1 (stereo not given)	-10.8	0.1	-2.8	-0.2
COc1cccc(NC(=O)CSc2nc3c(sc4ccccc43)c(=O)n2CCO)c1	-1.2	0.1	5.5	0.1
Cc1c(-c2ccc(O)cc2)nn(-c2ccc(O)cc2)c1-c1ccc(OCCN2CCCCC2)cc1	.	0.5	0.1	-0.1
Cc1ccc2c(c1)CC(c1nc3ccc(-c4ccnc(N)c4)cc3[nH]1)CO2 (stereo not given)	2.3	-1.1	20.4	0.2
C/C(=N\NC(=O)c1ccc([N+](=O)[O-])cc1)c1c(O)cc(C)oc1=O	4.5	1.6	1.5	0.0
CCOC(=O)C1CCC(CN(Cc2ccc(OC)cc2)S(=O)(=O)c2c(C)cc(C)cc2C)CC1 (stereo not given)	-2.9	-0.9	1.5	-0.1
CC(C)(C)c1ccc(C(=O)Nc2nnc(SCC(=O)O)s2)cc1	71.4*	-1.0	-8.5	0.0
COc1ccc([N+](=O)[O-])cc1NC(=O)Cn1ncc2c(=O)oc3ccc(C)cc3c21	-1.4	-1.4	-9.5	-0.1
CC1(C)CC(=O)N(CC(=O)N2CCN(c3ncccn3)CC2)c2ccccc2S1	-3.1	-1.4	19.1	0.2
COc1cccc(NC(=O)C2C3C=CC4(O3)C2C(=O)N(C2CC2)C4C(=O)NC2CCCCC2C)c1 (stereo not given)	-11.1	1.3	3.5	0.1
O=C(O)C1CCC1C(=O)N1CCC2(CC1)OCCc1c2[nH]c2ccccc12 (stereo not given)	-17.2	-0.4	3.5	-0.4
CC(=O)Nc1ccc(Oc2nc(C)nc3scc(-c4cccs4)c23)cc1	2.5	-0.2	-0.9	0.0
O=C(CSCc1ccccc1)Nc1cc(=O)[nH]c(=O)[nH]1	15.4	-0.2	5.7	-0.2
CCOc1cccc2cc(C(=O)NCc3ccccc3)c(=N)oc12	14.9	-0.5	6.3	1.0
Cc1ccccc1C1(CC(=O)N(CCO)C(C)C)CC(=O)N(Cc2cccnc2)C1=O (stereo not given)	3.5	2.9	-4.2	-0.1
COc1ccc(NC2=NCCCCC2)nc1	-12.5	-2.4	-18.2	-0.2
Cc1ccc(S(=O)(=O)NCC(=O)Nc2ccc(Br)cc2F)cc1	4.0	2.6	9.1	0.1
CSCCC(C(=O)Nc1ccc(C(C)=O)cc1)N1C(=O)C2C3c4ccccc4C(c4ccccc43)C2C1=O (stereo not given)	-44.6	-0.3	26.4	0.9
CC(=O)Nc1ccc(N2CCOCC2)cc1N1CCOCC1	6.4	2.4	7.1	-0.1
Nc1ccc(-c2cnn3c(NCc4ccco4)ccnc23)cc1	-1.4	-0.9	-1.3	0.3
C1=C(c2ccccc2)Nc2ncnn2C1	-1.5	-0.4	6.1	-0.1
CCOc1ccccc1C(=O)Nc1ccc2c(c1)N(S(C)(=O)=O)CCC2	-1.5	-0.7	3.2	0.0
COc1ccc(NC(=O)N2CCN(c3ccccc3)CC2)cc1OC	-2.4	-1.1	-20.9	-0.2
CCCCNC(=O)Cn1cnc2sc(C)c(C)c2c1=O	-5.7	-1.0	-3.0	-0.1
N#Cc1c(C(F)(F)F)cc(-c2cccs2)nc1SCC(=O)Nc1ccc(S(N)(=O)=O)cc1	-9.3	-0.4	9.3	0.0
CCOc1ccc(-n2c(CNC(=O)c3ccco3)nnc2SCC(=O)N2CCCc3ccccc32)cc1	-3.9	0.3	-8.8	0.0
Cc1ccc(-c2[nH]c3ccccc3c2C(C[N+](=O)[O-])c2cccs2)cc1 (stereo not given)	6.2	1.1	12.3	0.1

Additional compounds follow:
SMILES	TEAD-YAP block	GPR151 activ	MITF inh	FBW7 act
Cc1ccn2c(CNC3CCOCC3)c(C(=O)N3CCCCCC3)nc2c1	10.5	-0.8	1.1	-0.1
CS(=O)(=O)Nc1cccc(-c2cn3ccsc3n2)c1	-4.5	-1.0	8.3	0.1
CCOc1cccc(C2C(C(=O)OCC3CCCO3)=C(C)NC3=C2C(=O)CCC3)c1 (stereo not given)	-1.3	-0.1	12.7	-0.1
Cc1nc(NCc2ccoc2)sc1-c1ccn(CCN2CCOCC2)n1	5.5	-0.8	11.8	0.0
CN(C)c1ccc(C2C3=C(CCCC3=O)Nc3ccccc3N2C(=O)c2ccccc2)cc1 (stereo not given)	-2.1	-0.3	-6.0	0.0
Cc1ccc(CNS(=O)(=O)c2c[nH]c(=O)[nH]c2=O)cc1	1.0	-0.6	9.0	-0.1
COc1ccc(OC)c(C2CC(=O)C3=C(C2)NC(=O)CC3c2ccccc2C)c1 (stereo not given)	-6.6	-0.6	-10.0	0.3
C/C(=N/NC(=O)c1cccnc1)c1ccccc1	-15.1	2.7	-1.9	-0.2
Cc1ccc(OCC(=O)Nc2ccc(Oc3ccc(NC(=O)COc4ccc(C)cc4)cc3)cc2)cc1	6.6	-0.5	9.6	0.0
CCOC(=O)C1=C(C)N=c2s/c(=C\c3cccc(OCc4ccc(Cl)cc4Cl)c3)c(=O)n2C1c1ccc(OC)c(OC)c1 (stereo not given)	-16.5	0.1	10.3	0.1
COc1ccc2c(c1)sc1ncc(C(=O)N3CCSC3(C)C)c(=O)n12	-2.7	-0.3	11.7	1.2
Cc1oc(C(=O)NCCC2=CCCCC2)cc1S(=O)(=O)N1CC(C)OC(C)C1 (stereo not given)	9.8	0.3	-4.5	-0.2
COC(=O)C1=C(C)NC(=O)C1(Nc1nc2ccc([N+](=O)[O-])cc2s1)C(F)(F)F (stereo not given)	8.6	0.6	4.9	0.1
CCC1(CCC(=O)N2CCN(C(=O)c3ccccc3OC)CC2)CCC(=O)N1 (stereo not given)	6.2	-1.3	-5.0	0.1
COc1ccc(CCC(=O)NNC(=S)NCc2ccc(F)cc2)cc1	14.9	-0.7	8.4	0.3
COc1ccc(C(C)=O)cc1CSc1nnc(-c2ccncc2)o1	-9.8	0.7	-5.3	0.1
CC1=NN(c2ccccc2)C(=O)/C1=C/c1coc2ccccc2c1=O	-0.8	0.7	1.0	-0.7
CCCCOc1ccc(/C=C2\N=C(c3ccc(CCCC)cc3)OC2=O)cc1	3.1	-0.5	3.6	-0.1
CN(C)C(=O)c1ccc(N2CCC(NCC3CCCN(c4ncccn4)C3)CC2)cc1 (stereo not given)	0.7	-0.5	17.8	0.2
O=C(CCc1nnc(CCCCc2ccccc2)o1)N1CCCC(O)C1 (stereo not given)	-14.6	0.2	-3.2	0.1
COc1cc(C(=O)NCC(=O)N/N=C/c2ccccc2OCC(=O)O)cc(OC)c1OC	-6.2	-0.2	-0.5	0.0
OC(CN1CCCCC1)c1ccc2cc[nH]c2c1 (stereo not given)	3.6	0.3	15.1	0.0
Cc1cccc(-c2nnc(SCC(=O)Nc3ccc(C(N)=O)cc3)n2C)c1	0.9	-0.7	2.3	0.1
CC(C)Sc1ccc(C(=O)Nc2nccs2)cc1	54.5*	-5.7	20.0	-0.1
CCC(Sc1nnc(-c2ccc(OC)c(OC)c2)c(-c2ccc(OC)c(OC)c2)n1)C(=O)Nc1ccccc1C(F)(F)F (stereo not given)	-1.9	-1.5	-1.9	-0.2
COC(=O)c1ccc(Oc2cc(C)nc(SC)n2)cc1	29.5	1.4	-4.7	-0.1
Fc1cc(F)c(C2SCCN2C(=S)Nc2ccc(Cl)cc2)c(F)c1 (stereo not given)	-4.0	0.2	15.6	0.0
Cc1nn(C(=O)Cn2nc([N+](=O)[O-])c(Br)c2C)c(C)c1Cl	19.5	0.1	7.0	0.5
Cc1cnc(-c2ccc(C(=O)N3CCN(C)CC3)cc2)nc1NCc1cccc(C(F)(F)F)c1	-2.2	0.0	-1.3	-0.2
COc1ccc(CN2C(=O)N(c3ccccc3OC)S(=O)(=O)c3ccccc32)cc1F	-0.2	0.3	8.7	0.4
Cc1c(NC(=O)C23CC4CC(CC(C4)C2)C3)c(=O)n(-c2ccccc2)n1C	-2.5	-0.1	-0.9	0.0
CCN(CC(=O)NC1CCCCCC1)S(=O)(=O)c1ccccc1	7.3	-1.0	11.2	0.1
COc1ccc(-n2nc3c(c2NC(=O)Cc2ccc(F)cc2)CSC3)cc1	7.5	-0.9	-0.4	0.0
CSCCC(NC(=O)c1c(C)oc2c1CCCC2)C(=O)O (stereo not given)	-7.4	-1.1	-12.7	-0.2

Another view of part of the listing above:
CCC(Sc1nnc(-c2ccc(OC)c(OC)c2)c(-c2ccc(OC)c(OC)c2)n1)C(=O)Nc1ccccc1C(F)(F)F (stereo not given)
  TEAD-YAP block: -1.9
  GPR151 activ: -1.5
  MITF inh: -1.9
  FBW7 act: -0.2

CSCCC(NC(=O)c1c(C)oc2c1CCCC2)C(=O)O (stereo not given)
  TEAD-YAP block: -7.4
  GPR151 activ: -1.1
  MITF inh: -12.7
  FBW7 act: -0.2

Cc1nn(C(=O)Cn2nc([N+](=O)[O-])c(Br)c2C)c(C)c1Cl
  TEAD-YAP block: 19.5
  GPR151 activ: 0.1
  MITF inh: 7.0
  FBW7 act: 0.5

Rows are unselected; about 3.4% have a hit in one of these screens.
